Screens deposited in PubChem BioAssay by Sanford-Burnham Center for Chemical Genomics.
DUSP3 inh: inhibitors of human VHR1 phosphatase (DUSP3) | P51452 | recombinant VHR phosphatase, colorimetric substrate read-out | inhibition, % at 20 µM | actives 0.7% (n = 50,000) | AID 1992; in the data active means inhibition above about 60%; further: some results filed as inactive read as strong as hits
Target sequence (P51452 whole entry, looked up): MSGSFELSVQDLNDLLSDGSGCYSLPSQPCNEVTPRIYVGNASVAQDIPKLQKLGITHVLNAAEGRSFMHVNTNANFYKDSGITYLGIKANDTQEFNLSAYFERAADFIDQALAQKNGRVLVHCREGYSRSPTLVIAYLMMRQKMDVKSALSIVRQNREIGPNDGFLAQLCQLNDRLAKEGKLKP
* marks the source's active call; other numbers are inactive results.

smiles	DUSP3 inh
O=C(/C=C/c1cccc([N+](=O)[O-])c1)Nc1cccc(-c2nc3cc(Cl)ccc3o2)c1	-2
c1coc(CN2CCN(Cc3ccc4c(c3)OCO4)CC2)c1	-8
Nc1nnc(SCC(=O)Nc2nc(-c3ccccc3)cs2)s1	26
C/C(Nc1ccc(C)cc1)=C(/C#N)C(N)=O	105
O=C(NCc1cccnc1)c1cnn2c(C(F)(F)F)cc(-c3cccs3)nc12	-25
COc1cc(/C=N/NC(=O)CNC(=O)C(c2ccccc2)c2ccccc2)ccc1O	-23
COC(=O)c1ccc(/C=N/NC(=O)CCc2c(C)n[nH]c2C)cc1	1
Cc1ccccc1C1C(C=O)=C(c2cccs2)Oc2ccccc21 (stereo unspecified)	-4
CCOC(=O)/C(C(C)=O)=C(\C=C\N(C)C)N(C)C	22
CC1CN(S(=O)(=O)c2ccc3c(c2)C(=NO)c2cc(S(=O)(=O)N4CC(C)OC(C)C4)ccc2-3)CC(C)O1 (stereo unspecified)	0
COc1ccc(C(=O)Nc2cccc(NC(=O)c3ccccc3Br)c2)cc1[N+](=O)[O-]	-19
COc1ccccc1N(CC(=O)N(C)Cc1ccccc1)S(=O)(=O)c1ccccc1	-52
CC(=O)c1ccc(N/C(=N/S(=O)(=O)c2ccccc2)c2ccccc2)cc1	-61
CCN(CC)CCSc1nc(O)c(-c2ccccc2)c(=O)n1-c1ccccc1	21
CC(C)COC(=O)c1ccc(NC(=O)COc2ccc(Cl)cc2Cl)cc1	9

Laid out differently: results already given.
SMILES: O=C(/C=C/c1cccc([N+](=O)[O-])c1)Nc1cccc(-c2nc3cc(Cl)ccc3o2)c1
  DUSP3 inh = -2
SMILES: Nc1nnc(SCC(=O)Nc2nc(-c3ccccc3)cs2)s1
  DUSP3 inh = 26

The results go on.
smiles	DUSP3 inh
CC(=O)c1ccc(NC(=S)NC(=O)/C=C/c2ccccc2)cc1	-9
CCOC(=O)c1ccc(NC(=O)/C(=C\c2cccc([N+](=O)[O-])c2)NC(=O)c2ccccc2)cc1	6
O=C(NCCc1ccccc1)C(=O)Nc1ccc([N+](=O)[O-])cc1	-16
O=C(COc1ccc([N+](=O)[O-])cc1)Nc1ccc(Br)cc1C(=O)c1ccccc1	0
CC(=O)c1cccc(NC(=O)CN2CCOCC2)c1	3
COc1ccc(/C(C)=N/N=C(\C)c2ccc(OC)cc2OC)c(OC)c1	0
O=C(CC1SC(=Nc2ccccc2)N(c2ccccc2)C1=O)Nc1cccc(C(=O)O)c1 (stereo unspecified)	12
CC(=O)n1nc(C)c2c(-c3ccccc3)c3cc(Br)ccc3nc21	-3
CC(=O)Nc1ccccc1C(=O)N1CCN(c2cccc(Cl)c2)CC1	-13
CCCOc1cccc(C(=O)Nc2ccc(Br)cc2C(=O)O)c1	-24
CCCCOC(=O)c1cccc(NC(=O)c2ccc(Cl)cc2)c1	-5
COc1ccc(OC)c(NC(=O)c2ccccc2F)c1	0
COc1ccc(C)cc1NC(=O)C(C)Oc1ccc(Cl)cc1Cl (stereo unspecified)	-14
O=C(O)C(Sc1nc2ccccc2s1)c1ccccc1 (stereo unspecified)	-4
O=C(NC(=S)Nc1ccccc1)c1cccnc1	-8

Two consecutive entries already listed:
smiles	DUSP3 inh
CCOC(=O)c1ccc(NC(=O)/C(=C\c2cccc([N+](=O)[O-])c2)NC(=O)c2ccccc2)cc1	6
O=C(NCCc1ccccc1)C(=O)Nc1ccc([N+](=O)[O-])cc1	-16

Next part
smiles	DUSP3 inh
Cc1nnc(SCC(=O)Nc2ccccc2[N+](=O)[O-])[nH]c1=O	-8
CCCC(=O)Nc1ccc2nn(-c3ccc(F)cc3)nc2c1	12
COc1ccc(Cl)cc1NC(=O)c1ccccc1N(Cc1ccccc1)S(=O)(=O)c1ccc(C)cc1	-32
O=C(NC1CCCCC1)c1ccc(Cl)c(Cl)c1	-2
Cc1onc(-c2ccccc2)c1C(=O)Nc1ccccc1Oc1ccccc1	21
COc1ccccc1NC(=O)C(=O)N=Nc1c(O)n(CC(=O)Nc2ccccc2)c2ccccc12	-23
CCOc1ccc(S(=O)(=O)N(CC(=O)Nc2ccccc2C)c2ccc(C)cc2)cc1	-1
O=C1S/C(=C/c2ccc(Cl)cc2Cl)C(=O)N1c1ccccc1	11
CC(=O)NC(=O)CC(=O)c1ccccc1	-11
O=C(NCCNC(=O)c1cccnc1)c1cccnc1	-1
COc1cc(/C=C2\C(=O)N(c3cccc(C(=O)O)c3)N=C2C)ccc1O	4
COc1ccc(NC(=O)COc2cccc3ccccc23)cc1	-11
COc1ccc(-c2ccc(/C=N/n3cnnc3)o2)c([N+](=O)[O-])c1	-28
COc1ccc(C(=O)Nc2ccc(OC(F)(F)F)cc2)cc1OC	-16
COc1ccc(C(=O)N/C(=C\c2cccc3ccccc23)C(=O)N2CCN(C)CC2)cc1OC	14

Additional records follow:
smiles	DUSP3 inh
COc1cccc2cc(C(N)=O)c(=O)oc12	-20
Cc1ccc(CSc2nnnn2-c2ccccc2)cc1	-3
CC(=O)C1C(=O)c2cc([N+](=O)[O-])ccc2C1=Nc1cccc(C)c1 (stereo unspecified)	-22
O=c1oc(/C=C/c2ccc([N+](=O)[O-])cc2)nc2ccc(Cl)cc12	-5
Cc1ccc2nsnc2c1NC(=O)c1cc(Cl)ccc1Cl	-4
CC(C)Oc1cccc(C(=O)Nc2ccc(F)c([N+](=O)[O-])c2)c1	-2
O=C1C(=O)N(CCO)C(c2cccc([N+](=O)[O-])c2)/C1=C(\O)c1ccccc1 (stereo unspecified)	2
N#CCC(=O)N/N=C/c1cc([N+](=O)[O-])ccc1N1CCCC1	9
C/C(=N/OCC(=O)Nc1sc2c(c1C#N)CCCC2)c1ccc(Br)cc1	-3
COc1ccc(N=Cc2c(O)n(-c3ccccc3)c(=O)[nH]c2=O)cc1Cl	-13
S=c1[nH]nc(-c2ccco2)n1C1CCCCC1	4
COc1ccc(S(=O)(=O)Nn2cnnc2)cc1	-18
Cc1ccc2nc(-c3ccc(F)cc3)oc(=O)c2c1	-11
CCC(C)NC(=O)c1c(Cl)ccc(Cl)c1OC (stereo unspecified)	-2
COc1ccc(-c2cc(C(=O)Nc3cccc(Cl)c3)c3ccccc3n2)cc1OC	11

Some of the entries so far, with each value named.
COc1ccc(C(=O)Nc2cccc(NC(=O)c3ccccc3Br)c2)cc1[N+](=O)[O-]
- DUSP3 inh: -19

COc1ccccc1N(CC(=O)N(C)Cc1ccccc1)S(=O)(=O)c1ccccc1
- DUSP3 inh: -52

CC(=O)c1ccc(N/C(=N/S(=O)(=O)c2ccccc2)c2ccccc2)cc1
- DUSP3 inh: -61

CCN(CC)CCSc1nc(O)c(-c2ccccc2)c(=O)n1-c1ccccc1
- DUSP3 inh: 21

More structures follow.
smiles	DUSP3 inh
O=c1c2ccccc2nc(SCc2ccc(Cl)cc2)n1-c1ccccc1	14
O=C(Nc1ccc(Cl)cc1C(=O)c1ccccc1)c1cncc(Br)c1	-4
CCCOc1ccccc1C1NC(=O)c2c(sc3c2CCCC3)N1 (stereo unspecified)	25
CCOc1ccc(N2C(=O)/C(=C/c3ccco3)C(=O)NC2=S)cc1	80*
Oc1cccc(/C=N/Nc2ccccn2)c1	-20
COc1ccc(C(=O)Nc2ccc(C(N)=O)cc2)cc1[N+](=O)[O-]	-2
Cc1ccc2cccc(OC(=O)c3ccc(Br)o3)c2n1	9
Nn1c(N2CCOCC2)nc2ccccc21	4
O=C(c1ccccc1F)N1CCN(C2CC3CCC2C3)CC1 (stereo unspecified)	29
CCOC(=O)C(C#N)C1(c2ccc(C)cc2)CCOC(C)(CC)C1 (stereo unspecified)	4
CCOC(=O)C1=NNC2C(=O)N(c3ccccc3C)C(=O)C12 (stereo unspecified)	-5
COc1ccccc1NCC(=O)N/N=C/c1ccccc1OCc1ccc(Br)cc1	-17
CCCOc1ccc(-c2cc(C(=O)N3CCCCCC3)c3ccccc3n2)cc1	-11
Cc1ccc(S(=O)(=O)N(Cc2ccccc2)c2ccccc2C(=O)Nc2c(C)n(C)n(-c3ccccc3)c2=O)cc1	15
CCc1ccc(NC(Nc2ccc(CC)cc2)=C(S(=O)(=O)CC)S(=O)(=O)CC)cc1	-22

In the list so far, these have a cyano group.
smiles	DUSP3 inh
C/C(Nc1ccc(C)cc1)=C(/C#N)C(N)=O	105
N#CCC(=O)N/N=C/c1cc([N+](=O)[O-])ccc1N1CCCC1	9
C/C(=N/OCC(=O)Nc1sc2c(c1C#N)CCCC2)c1ccc(Br)cc1	-3
CCOC(=O)C(C#N)C1(c2ccc(C)cc2)CCOC(C)(CC)C1 (stereo unspecified)	4

(listing goes on)
smiles	DUSP3 inh
CCc1ccccc1NC(=O)CN(c1ccc(OC)cc1)S(=O)(=O)c1ccc(C)cc1	21
COc1ccc(C(C)=O)c(OC(C)=O)c1	1
COc1ccc(Cl)cc1C(=O)Nc1ccc(S(=O)(=O)NC(C)=O)cc1	-26
OC(COc1ccc(Cl)cc1)CSc1ccccn1 (stereo unspecified)	-11
Nc1nnc(SCC(=O)N2c3ccccc3CCc3ccccc32)s1	1
COc1cccc(NC(=O)c2cccc(C(F)(F)F)c2)c1	-9
CC(=O)c1cccc(N2C(=O)C3CCCCC3C2=O)c1 (stereo unspecified)	0
NC(=O)c1ccc(NC(=O)COc2ccc3ccccc3c2)cc1	-13
O=C(Nc1ccc2oc(-c3ccc(F)cc3)nc2c1)c1ccc([N+](=O)[O-])cc1Cl	-12
CCOC(=O)c1ccc(NC(=O)CN(c2cccc(C(F)(F)F)c2)S(C)(=O)=O)cc1	11
O=C1NC(=Nc2ccccc2)S/C1=C/c1cccc(C(F)(F)F)c1	-47
CC(C)(C)c1ccc(C(=O)NCCSc2nc3ccccc3s2)cc1	-37
CCC(=O)Nc1ccc(-c2nc3ccccc3s2)cc1	1
O=C1/C(=C/c2ccccc2[N+](=O)[O-])SC(=S)N1c1cccc(Br)c1	-20
COC(=O)C1=NN(C(=O)c2ccc(C)cc2)C(O)(c2ccc(Cl)cc2)C1 (stereo unspecified)	106

Next part
smiles	DUSP3 inh
COc1ccc(C2CC(=O)C3=C(C2)Nc2ccccc2NC3c2ccc(C)cc2)cc1 (stereo unspecified)	6
Cc1ccc(-n2[nH]c(C)c(C=Nc3ccc(S(=O)(=O)Nc4nccs4)cc3)c2=O)cc1C	-36
O=C(COc1ccc(Cl)cc1Br)N/N=C/c1cc(Cl)cc([N+](=O)[O-])c1O	-6
O=C(Nc1c(C(=O)NCc2ccccc2)cnn1-c1ccccc1)c1cccc(F)c1	0
NC1=NC(=O)C(CC(=O)Nc2ccc(Cl)cc2)S1 (stereo unspecified)	2
O=C(NC(=S)Nc1ccc(NC(=O)c2ccco2)c(Cl)c1)c1ccco1	-10
CCc1ccccc1NC(=O)CN(c1ccc(C)cc1)S(=O)(=O)c1ccc(SC)cc1	-13
COc1ccccc1N1CCN(C(=O)COc2ccccc2)CC1	-22
O=C(Nc1ccc2c(c1)oc1ccccc12)c1cccc2ccccc12	4
O=C(/C=C/c1cccc([N+](=O)[O-])c1)Nc1ccc(-c2nc3ncccc3o2)cc1	0
O=C(NCc1ccncc1)C(=O)Nc1ccccc1Cl	8
O=C1C2C3C=CC(CC3)C2C(=O)N1c1ccc2c(c1)OCO2 (stereo unspecified)	-3
CCCOc1ccc(N2C(=O)CC(Nc3ccc(Cl)cc3)C2=O)cc1 (stereo unspecified)	1
COC(=O)c1c(NC(=O)c2cc3ccccc3o2)sc2c1CCC(C)C2 (stereo unspecified)	42
Cc1cc(OCC(=O)Nc2ccc(-c3nc4ncccc4o3)cc2)ccc1Cl	-4

The results go on.
smiles	DUSP3 inh
CC1=NN(c2ccccc2)C(c2ccc(O)cc2)C1 (stereo unspecified)	-24
COc1ccc2c(c1OC)C(=O)OC2Nc1cc(C)ccn1 (stereo unspecified)	-36
Cc1c(C(=O)Oc2ccc(Cl)cc2)cccc1[N+](=O)[O-]	-27
COc1ccccc1N1C(=O)CC(N2CCN(c3ccccn3)CC2)C1=O (stereo unspecified)	-2
COc1ccc(C(=O)N=Nc2c(O)[nH]c3c(C)cc([N+](=O)[O-])cc23)cc1	10
CCOc1cc(/C=C2\SC(=S)N(Nc3ccccc3)C2=O)ccc1O	-6
Cc1ccc(/C(O)=C2\C(=O)C(=O)N(c3nccs3)C2c2cccs2)cc1 (stereo unspecified)	2
O=C(O)/C=C/C(=O)Nc1ccc(-c2ccc(NC(=O)/C=C/C(=O)O)cc2)cc1	-3
COc1cc(/C=c2/sc3nc4ccccc4n3c2=O)cc(I)c1OCc1ccccc1	2
COc1cc(C=C2C(=O)NC(=O)NC2=O)ccc1OC(=O)c1cc(F)c(F)cc1Cl	6
CCCOc1ccc(C(=O)Nc2cc(Cl)cc(Cl)c2)cc1	-33
O=C(CC(=O)NCc1ccccn1)NCc1ccccn1	-4
COC(=O)C1=C(C)N(C)C(C)=C(C(=O)OC)C1c1ccc(C(=O)OC)cc1	-9
CCOC(=O)CNC(=O)c1ccc(C#Cc2ccccc2)cc1	-6
CC(C)c1ccc(N2C(=O)NC(=O)/C(=C/c3ccc4c(c3)OCO4)C2=O)cc1	27

New compounds follow
smiles	DUSP3 inh
COc1cc2c(cc1NC(=O)c1ccccc1I)oc1ccccc12	-7
Cc1ccc(C#N)c(SCC(N)=O)n1	5
O=C(Nc1ccc2oc(-c3cccc(Cl)c3Cl)nc2c1)c1ccc([N+](=O)[O-])cc1	-5
Cc1ccc(-c2csc(NC(=O)CC(C)C)n2)c(C)c1	2
CCC1(C)NC(=S)N(c2nc(-c3ccccc3)cs2)N1 (stereo unspecified)	64
COc1ccc(-c2cc(C(F)(F)F)n3ncc(C(=O)NC(C)C)c3n2)cc1	-36
O=C(CCNc1ccc(F)cc1)c1cccc([N+](=O)[O-])c1	2

Not all compounds are listed. The share of hits here may be higher or lower than overall.
